High-throughput results from PubChem.
RTF Ca sens inh = cardiac RTF calcium desensitization; P19429+P45379; IANBD-labeled cardiac RTF, Ca2+ fluorescence; inhibition, % at 7.15 µM; 340,000 tested, 0.12% active; AID 493244;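 active = inhibition above the mean inhibition of all tested compounds plus 3 SD, cut at about 17% in these data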;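 also: assay run at fixed EC70 calcium of 1.6 mM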
CAL PDZ FP-1 = inhibitors of human CAL PDZ peptide binding; purified CAL PDZ, TMR-peptide fluorescence polarization, 1 h; inhibition, % at 24.9 µM; 300,000 tested, 0.92% active; AID 602252;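 active = mean inhibition of at least 30% with at least half of replicates also reaching 30%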;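 also: 0% = DMSO neutral control and 100% = excess unlabeled competitor peptide PRC23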
PKA-R2B activ = activators of human PKA-R2B complex. P22694+P31323. PKA-R2B holoenzyme dissociation, Cy5-IP20 fluorescence polarization; R2B truncated from residue 108, S112A mutant; 0% DMSO only, 100% 113 µM cGMP. AID 504700. 340,000 tested, 0.079% active. activation, % at 11.4 µM;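 active = activation above a cutoff set at the mean over all compounds plus 3 SD, cut at about 18% in these data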;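 also: higher means more holoenzyme dissociation and a rise in polarization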
Target sequence (P31323 whole entry, looked up, other chains not shown, the tested form may be a part): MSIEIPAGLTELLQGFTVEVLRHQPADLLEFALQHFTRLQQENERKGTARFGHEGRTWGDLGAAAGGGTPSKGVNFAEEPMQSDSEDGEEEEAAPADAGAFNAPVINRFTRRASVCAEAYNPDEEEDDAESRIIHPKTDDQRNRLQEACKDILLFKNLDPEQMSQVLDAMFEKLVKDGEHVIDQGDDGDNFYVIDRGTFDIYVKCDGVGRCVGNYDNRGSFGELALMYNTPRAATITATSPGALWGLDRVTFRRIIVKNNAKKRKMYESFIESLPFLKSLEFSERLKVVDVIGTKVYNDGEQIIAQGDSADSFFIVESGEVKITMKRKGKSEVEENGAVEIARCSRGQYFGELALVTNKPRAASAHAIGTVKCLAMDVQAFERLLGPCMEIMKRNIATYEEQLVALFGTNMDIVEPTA
SR-BI uptake up = activators of SR-BI mediated HDL lipid uptake; CHO ldlA[mSR-BI] cells, DiI-HDL uptake fluorescence, 3 h; 100 = double the neutral-control signal; activation, % at 12.5 µM; 320,000 tested, 0.096% active; AID 504775;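 active = mean replicate activation of at least 60% and every replicate at or above 60%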;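 also: 0% = median plate neutral-control signal and 100% = twice that signal; values of inactives mirror those of a sister screen read the other way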
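system = CHO ldlA[mSR-BI] cells, LDL receptor-null, SR-BI overexpressing | medium = Ham's F12 with 0.5% BSA, HEPES 25 mM, pH 7.4 | probe or stimulus = DiI-HDL 10 µg/mL | compound dosing = single-point compound dose | incubation = compound exposure 3 h, 37 °C | technique = DiI fluorescence, bottom read | read-out = cell-associated DiI fluorescence as measure of HDL uptake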
Rtt109 Vps75 = inhibitors of Candida albicans Rtt109/Vps75 histone acetyltransferase; Q5AAJ8; purified Rtt109/Vps75, ThioGlo CoA-SH fluorescence, 4 h; inhibition, % at 34.9 µM; 330,000 tested, 0.16% active; AID 540336;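 active = inhibition of at least 50% in every replicate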
Target sequence (Q5AAJ8 whole entry, looked up): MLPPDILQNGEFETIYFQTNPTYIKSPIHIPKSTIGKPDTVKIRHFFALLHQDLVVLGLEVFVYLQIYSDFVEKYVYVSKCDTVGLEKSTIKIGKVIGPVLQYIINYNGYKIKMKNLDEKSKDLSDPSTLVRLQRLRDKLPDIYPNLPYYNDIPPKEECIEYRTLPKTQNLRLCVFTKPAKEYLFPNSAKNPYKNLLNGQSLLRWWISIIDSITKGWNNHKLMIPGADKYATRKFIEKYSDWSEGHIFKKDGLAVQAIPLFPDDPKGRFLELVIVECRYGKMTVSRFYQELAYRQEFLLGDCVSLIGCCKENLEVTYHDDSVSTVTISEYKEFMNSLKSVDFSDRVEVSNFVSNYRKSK
Keap1 Nrf2 FP = inhibitors of human Keap1-Nrf2 protein-protein interaction | AID 504523 | Q14145 | 340,000 tested, 0.15% active | inhibition, % at 9.4 µM | Keap1 Kelch-Nrf2 peptide fluorescence polarization, 1536-well; in the data active = inhibition above about 12%;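 also: human Keap1 Kelch domain with fluorescein labeled Nrf2 9mer peptide probe; 0% = neutral control wells and 100% = peptide positive control; higher means more block of Keap1 binding to Nrf2 peptide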
CAL PDZ FP-2 = inhibitors of human CAL PDZ peptide binding; Q9HD26; purified CAL PDZ, TMR-peptide fluorescence polarization, 1 h; inhibition, % at 20 µM; 330,000 tested, 0.02% active; AID 504414;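 active = highest replicate inhibition of at least 40%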;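 also: plate controls were DMSO neutral control wells for no effect and unlabeled competitor peptide control wells for full effect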
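Material: tagged CAL PDZ domain; buffer or medium: 25 mM sodium phosphate pH 7.4, 150 mM NaCl, TCEP, IgG, Thesit; compound dosing: single point, 20 µM; schedule: 1 h incubation at room temperature before polarization reading; measured by: FP readout, S and P plane fluorescence; read-out basis: percent inhibition from loss of millipolarization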
cardiac RTF act = cardiac RTF calcium sensitization | P19429+P45379 | IANBD-labeled TnC RTF fluorescence at EC20 calcium; 0% EC20 calcium, 100% full calcium | activation, % at 7.2 µM | 340,000 tested, 0.24% active;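 active = activation above the mean over all tested compounds plus 3 SD, cut at about 30% in these data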;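 also: rise in fluorescence read as greater calcium sensitivity of cardiac thin filaments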
C-LANA FP = blocks KSHV LANA C-terminal domain binding to DNA. MBP-C-LANA/FAM-LBS DNA binding, fluorescence polarization. inhibition, % at 9 µM. 340,000 tested, 0.078% active. AID 504423;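 active = highest replicate inhibition at or above 60% at 9 µM, even if other replicates fall short; inactive = all replicates below 60% inhibition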;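 also: 0% = neutral control wells and 100% = 4 µM acridine orange control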
DAGLB inhibitor = blocks human DAGLB lipase activity; AID 504411; Q8NCG7; HEK293T DAGLB membrane lysate, EnzChek fluorogenic substrate; inhibition, % at 5.17 µM; 340,000 tested, 0.059% active; in the data active = inhibition above about 34%;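 also: 0% = enzyme with vehicle and 100% = wells lacking enzyme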
* hit, by the source's call; . = not tested or not shown.

| Molecule | RTF Ca sens inh | CAL PDZ FP-1 | PKA-R2B activ | SR-BI uptake up | Rtt109 Vps75 | Keap1 Nrf2 FP | CAL PDZ FP-2 | cardiac RTF act | C-LANA FP | DAGLB inhibitor |
| --- | --- | --- | --- | --- | --- | --- | --- | --- | --- | --- |
| Cc1c(S(=O)(=O)N2CC(C)CC(C)C2)c(=O)n(C)c(=O)n1C (stereo not given) | -1 | 8 | -7 | -5 | 0 | 1 | 1.2 | 1 | 1.1 | 2 |
| COc1ccccc1NC(=S)N1CCCCCC1 | -12 | . | 6 | -8 | 2 | -2 | 0.9 | 4 | 1.0 | -1 |
| CC(=O)n1nc(-c2ccco2)nc1SCc1ccccc1 | -2 | 14 | -1 | 12 | -1 | -2 | -0.6 | 0 | -5.5 | -3 |
| Cc1cc(C)cc(NC(=O)c2ccc(Cn3nc(C)c(Cl)c3C)o2)c1 | -18 | 3 | -13 | -31 | 1 | -3 | -0.8 | 6 | -0.2 | -4 |
| CCn1ncc(C2=NOC(C(=O)N3CCC(C(N)=O)CC3)C2)c1C (stereo not given) | -13 | . | -1 | 8 | -11 | 4 | -1.5 | 5 | 1.8 | 1 |
| CC(C)C(NC(=O)C1CCCCC1)C(=O)Nc1ccncc1 (stereo not given) | -4 | -2 | -5 | -2 | -7 | 0 | -1.9 | 1 | 0.6 | -3 |
| O=C(Nc1cccnc1)c1ccc(Cl)c(S(=O)(=O)N2CCCC2)c1 | 3 | -5 | -7 | 4 | -17 | -6 | -2.3 | -1 | -1.0 | 0 |
| COc1cc2cnc(-c3ccsc3)cc2cc1OC | -1 | -4 | -5 | -47 | 9 | -4 | -4.8 | 12 | 2.7 | 0 |
| CCc1nnc2c3cnn(-c4ccccc4)c3ncn12 | 0 | -6 | 3 | -14 | 1 | -2 | -0.7 | -2 | 0.1 | -2 |
| S=c1[nH]nc(-c2cccc(Cl)c2)n1Cc1ccccc1 | 6 | -5 | -12 | 16 | 3 | -5 | -1.4 | 7 | -0.2 | 4 |
| Cc1ccc(NC(=O)N2CCOCC2)c(C)c1 | -2 | 0 | -8 | 13 | 6 | -1 | -0.9 | 1 | 0.1 | 1 |
| CC(C)C[C@H](NC(=O)[C@H]1N2C(=O)c3ccccc3C2SC1(C)C)C(=O)N[C@@H](Cc1ccccc1)C(=O)O (stereo not given in full) | -5 | 1 | -11 | 1 | 0 | -1 | -0.3 | -2 | 2.2 | -1 |
| S=c1[nH]nc(-c2ccc(Cl)cc2)n1/N=C/c1cccs1 | . | 3 | . | -12 | 4 | -1 | 0.2 | . | -0.3 | . |
| CCOc1cccc(-c2nnc(SCC(=O)Nc3cc(C)ccc3OC)n2N)c1 | -5 | 0 | -1 | 2 | 1 | -4 | -3.5 | 2 | -1.9 | 0 |
| O=C(NC1CCN(Cc2ccccc2)CC1)c1ccccc1NS(=O)(=O)c1ccc(F)cc1 | -6 | -5 | -7 | -15 | -6 | 0 | 0.2 | -2 | -0.4 | 2 |
| CCC1(c2ccc(F)cc2)NC(=O)N(CC(=O)Nc2ccccc2C)C1=O (stereo not given) | -19 | -3 | 3 | 2 | -2 | -8 | -2.1 | 8 | 0.9 | -1 |
| CN(CC(=O)Nc1ccccc1Cl)C(=O)COC(=O)/C=C/c1ccc(C(F)(F)F)cc1 | 6 | . | 11 | 6 | 8 | 0 | 0.2 | -2 | 0.3 | -2 |
| Cc1ccc(CN2CCN(CC3CC4C=CC3C4)CC2)cc1 (stereo not given) | -5 | -1 | 1 | 17 | 1 | -6 | -0.2 | 2 | 1.0 | -4 |
| CCN(CC)CCN1C(=O)C(O)=C(C(=O)c2ccco2)C1c1ccccn1 (stereo not given) | 9 | -5 | -4 | 18 | 4 | -1 | -1.9 | 2 | 2.5 | -1 |
| Cc1cc(C(=O)N2CCN(Cc3ccccc3)CC2)ccc1[N+](=O)[O-] | -5 | -3 | -6 | -35 | -4 | -1 | -0.8 | -2 | 0.0 | 1 |
| CCOC(=O)C(C)Oc1ccccc1C1NC(=O)NC(C)=C1C(=O)Nc1ccc(C)c(C)c1 (stereo not given) | -2 | . | -2 | -19 | -7 | -4 | -0.1 | -2 | 0.1 | -2 |
| O=c1ccc(-c2ccccc2)nn1Cc1ccc(Cl)cc1 | 2 | -3 | -4 | -4 | 2 | -4 | 0.7 | 2 | 7.9 | -1 |
| O=C(Nc1cccc2ccccc12)NC(Cc1ccccc1)C(=O)O (stereo not given) | -1 | -2 | -4 | -2 | 0 | -5 | -0.7 | -3 | -0.8 | 0 |
| CCN(CC)C(=O)/C=C/c1ccccc1 | -3 | 5 | -10 | -1 | -1 | -2 | 0.0 | 8 | 0.0 | -2 |
| Cc1ccc(Nc2c(-c3ccc(N(C)C)cc3)nc3ncccn23)cc1 | -11 | 7 | -10 | 4 | 9 | -5 | 0.1 | 7 | -0.5 | 0 |
| N#Cc1cccc(CN2CCC(=O)N(CCO)CC2)c1 | 2 | 1 | -6 | -3 | -2 | -1 | -0.6 | 9 | 2.9 | 1 |
| CC(C)N(C(=O)COC(=O)[C@H](C)NC(=O)c1ccco1)c1ccccc1 | 5 | -3 | 8 | 2 | . | -3 | 0.7 | 6 | 1.2 | 1 |
| CCCNC(=O)NNC(=O)c1cc(-c2ccc3c(c2)OCO3)nc2ccccc12 | -1 | -3 | -10 | -23 | 5 | -2 | -2.0 | -3 | 0.2 | 1 |
| CC(C)C[C@H]1COCCS(=O)(=O)N1Cc1cccc(C(F)(F)F)c1 | -5 | -4 | -9 | -3 | -1 | 1 | 1.3 | 1 | -1.4 | -4 |
| Cc1cccc2cc(CN(Cc3nnnn3Cc3ccccc3)C3CCCC3)c(=O)[nH]c12 | 1 | -8 | -16 | -20 | -1 | -12 | -0.8 | -7 | 0.6 | 0 |
| O=C(CSc1nnc(Cc2cccs2)n1Cc1ccco1)Nc1cc(Cl)cc(Cl)c1 | 1 | 0 | -3 | . | 2 | -5 | -1.3 | -2 | -1.3 | -3 |
| CCOc1ccc(NC(=O)N(C2CCCC2)C2CCN(C(C)=O)CC2)cc1 | -12 | 3 | -2 | 13 | -4 | -3 | -0.5 | -1 | 0.8 | 2 |
| COc1ccc(NC(=O)CCC(=O)N(Cc2ccc(OC)c(OC)c2)c2nccs2)c(OC)c1 | -7 | -8 | -1 | -30 | 3 | -7 | -4.7 | 14 | 1.1 | 2 |
| COc1ccc(CCn2nnnc2C(CC(C)C)N2CCN(c3ncccn3)CC2)cc1OC (stereo not given) | 4 | 0 | 3 | 3 | -7 | -4 | -0.4 | -6 | -2.4 | 1 |
| O=C(COC(=O)CSc1ccc(F)cc1)NCC1CCCCC1 | -3 | -1 | 8 | 21 | -4 | -4 | -2.9 | 0 | 2.1 | 2 |
| CCCN(CCO)C1CCN(CCc2ccccc2)CC1 | -16 | 19 | -9 | -19 | 0 | -4 | -1.0 | 5 | 2.0 | 0 |
| CCCn1nnnc1SCC(=O)NCc1ccc2c(c1)OCO2 | -2 | -6 | -4 | -14 | -6 | -5 | -2.1 | -9 | -2.3 | -2 |
| COc1ccc(CN2CCN(C(=O)c3ccco3)CC2)cc1OC | 1 | 0 | -2 | 8 | 3 | -4 | 0.0 | 8 | -0.5 | 0 |
| Cc1cccc(NC2=NC(=S)N(c3cccc(C(=O)O)c3)C23CCCCC3)c1 | -14 | 0 | 2 | -7 | -11 | -4 | -0.7 | -2 | 0.5 | 2 |
| Cc1sc2ncnc(SCC(=O)NNC(=O)COc3cccc4ccccc34)c2c1C | -3 | -2 | 1 | -21 | -3 | -1 | -1.4 | 4 | 0.1 | 2 |
| O=S(=O)(Nc1ccccn1)c1cccs1 | -7 | -4 | 1 | 4 | 2 | -3 | 0.2 | 1 | -0.8 | 1 |
| C=CCN(CC(=O)NC1CCCC1)C(=O)C(=O)Nc1ccc2c(c1)OCCO2 | 6 | . | -5 | -2 | 0 | -1 | 0.2 | -9 | -2.5 | -2 |
| Cc1c(C(=O)N2CCCCC2)c(S(=O)(=O)Nc2cccc(Br)c2)c(C)n1C | -7 | 1 | -10 | 7 | 0 | 1 | -2.0 | -2 | 0.2 | 1 |
| C=CCn1c(SCC(=O)NC2CCCCC2)nnc1C(C)NC(=O)c1cccs1 (stereo not given) | 0 | -4 | -6 | 12 | -3 | -5 | . | -2 | -0.5 | 1 |
| CC(C)CN(Cc1cc2ccccc2[nH]c1=O)C(=O)c1cccnc1 | -5 | . | 2 | 44 | -8 | -2 | -0.3 | 1 | -0.6 | 2 |
| CCC(CC)c1nnc(NC(=O)CCc2ccc(OC)cc2)s1 | 0 | . | -5 | 0 | 11 | 1 | -0.9 | 3 | 0.8 | -2 |
| Nc1ccc2nc(CCCCCCc3nc4ccc(N)cc4[nH]3)[nH]c2c1 | 1 | . | -1 | 15 | 2 | -3 | 0.9 | 4 | -1.0 | -2 |
| CCc1ccc(OCc2cccc(C(=O)N/N=C\c3cnn(C)c3C)c2)cc1 | 5 | -3 | -4 | -92 | 19 | 2 | 0.8 | -2 | 0.1 | 0 |
| Cc1cccc(C)c1NS(=O)(=O)c1cc2c3c(c1)CCN3C(=O)CC2 | -1 | -3 | -13 | -12 | 6 | 6 | -2.1 | -7 | -2.2 | -2 |
| Cc1cc(C)cc(OCC(=O)OC(C)C(=O)Nc2ccc(Cl)cn2)c1 (stereo not given) | -2 | -5 | 1 | 0 | -7 | -2 | -1.7 | -8 | 0.4 | -2 |
| CN(C(=O)c1ccncc1)C1CCCCC1 | 0 | -7 | 2 | 20 | 3 | -4 | . | -6 | 1.2 | 0 |
| C=CCn1cnc2c(nnn2-c2cc(C)cc(C)c2)c1=O | -3 | -4 | 1 | -25 | 4 | 0 | 1.7 | -2 | 1.0 | -7 |
| O=C(CO/N=C/c1ccccc1OC(F)F)NCc1ccco1 | -3 | -4 | -13 | 20 | . | -3 | -0.4 | 2 | 1.0 | -3 |
| O=C(Nc1nnc(-c2ccccc2)o1)Nc1ccc(F)cc1F | 17* | -2 | 0 | -6 | 3 | 1 | -2.7 | -7 | 1.0 | 1 |
| CC(=O)c1ccc(NC(=O)c2ccc(CNc3c(N4CCOCC4)c(=O)c3=O)cc2)cc1 | 0 | -8 | 2 | -3 | -3 | -4 | -2.6 | 10 | 1.5 | 3 |
| CN1CCN(c2ccc(NC(=O)COc3cccc4ccccc34)cc2)CC1 | 9 | -2 | 7 | -6 | 2 | 2 | -1.2 | 3 | -0.5 | -2 |
| CC1CCCC(NC(=O)c2cccc(S(=O)(=O)NCc3ccccc3)c2)C1C (stereo not given) | 3 | 10 | 6 | -10 | 17 | 2 | -1.1 | 3 | 0.0 | -4 |
